# Source: PubChem
# RSV antiviral HEp-2 = RSV antiviral activity via CPE protection, HEp-2 cells, primary 10 µM value included (AID 2391) | HEp-2 cells, RSV-induced CPE inhibition; higher % means a stronger effect | CPE inhibition, % at 10 µM, or IC50 in µM where a hit was titrated | 310,000 tested, 0.13% active; in the data active means a potency from the dose series; inconclusive means CPE inhibition mostly from about 23% at the one dose, without a potency; inactive means the rest, 99 in 100 with CPE inhibition below about 21%; further: strong numbers were not always called active
# LYP phosphatase = inhibitors of LYP phosphatase, biochemical, fluorescence intensity, uHTS (AID 1779) | recombinant LYP phosphatase, fluorescence intensity; higher % means a stronger effect | inhibition, % at 11.5 µM, or IC50 in µM where a hit was titrated | 290,000 tested, 0.054% active; in the data active means inhibition above about 50%;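 further: plate controls were vehicle with enzyme for no effect and no enzyme for full effect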
# CSM14.1 death rescue = protection against thapsigargin-triggered cell killing – 384-well, CSM14.1, ATP luminescence, primary screen (AID 1222) | CSM14.1 thapsigargin-induced death rescue, ATP luminescence; higher % means a stronger effect | cellular ATP content (survival), % at 20 µM, or EC50 in µM where a hit was titrated | 190,000 tested, under 10 active;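 active means EC50 below 50 µM in the dose-response confirmation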;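 further: death triggered by thapsigargin at about 15 µM added after 2 h compound pretreatment; cell ATP read after overnight thapsigargin exposure of roughly 18 to 22 hours; normalized against plate controls of thapsigargin alone and 5% DMSO vehicle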
# MgcRacGAP inhibition = MgcRacGAP GTPase-activating activity inhibitors, confirmation, biochemical, ADP Hunter fluorescence | inhibition, % at 30 µM; hits with a dose series show IC50 in µM | AID 624330 | 340,000 tested, 0.6% active | MgcRacGAP-stimulated Rac1 GTP hydrolysis, ADP Hunter fluorescence; higher % means a stronger effect; GST-tagged Rac1 F28L mutant substrate;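 active means first-screen hits whose inhibition reached a set limit at any dose in the follow-up dose series; inconclusive means inhibition above the set first-screen limit but never retested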;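 further: fluorescence reports GDP produced by GAP-driven GTP hydrolysis; strong numbers were not always called active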
# SV40 large T antigen = SV40 large T antigen inhibitors, biochemical (AID 1903); SV40 large T antigen ATPase/helicase inhibition assay; higher % means a stronger effect; one-dose inhibition, % at 20 µM; IC50 in µM for titrated hits; 310,000 tested, 0.39% active; in the data active means a potency from the dose series; inconclusive means inhibition mostly from about 32% at the one dose, without a potency; inactive means the rest, 99 in 100 with inhibition below about 32%; further: strong numbers were not always called active
# PhoP inhibition = inhibitors of PhoP regulon expression, primary screen, Salmonella Typhimurium, GFP reporter (AID 1863) | S. Typhimurium PhoP-regulated promoter GFP reporter, 4 h; higher % means a stronger effect | inhibition, % at 50 µM, or IC50 in µM where a hit was titrated | 300,000 tested, 0.16% active;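 active means inhibition over 29.93%, a cutoff 3 SD above the screen mean, later confirmed by dose response; inconclusive means inhibition over 29.93% but no dose response follow-up; inactive means inhibition at most 29.93% or unconfirmed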;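 further: 0% = low Mg2+ inducing control and 100% = high Mg2+ repressing control; strong numbers were not always called active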
# West Nile antiviral = inhibition of WNV-induced cytopathic effect – cell-based, CPE readout (AID 1621). West Nile virus-infected cells, CPE inhibition; higher % means a stronger effect. CPE inhibition, % at 10 µM, or IC50 in µM where a hit was titrated. 290,000 tested, 0.02% active; in the data active means a potency from the dose series; inconclusive means CPE inhibition mostly from about 3.7% at the one dose, without a potency; inactive means the rest, 99 in 100 with CPE inhibition below about 2.2%; further: strong numbers were not always called active
# GPR35 arrestin U2OS = inhibition of zaprinast-stimulated GPR35 beta-arrestin translocation – imaging, U2OS, beta-arrestin-GFP, zaprinast agonist, primary screen (AID 2058) | U2OS GPR35 beta-arrestin-GFP translocation imaging, zaprinast antagonism; higher % means a stronger effect | inhibition, % at 10 µM, or IC50 in µM where a hit was titrated | 290,000 tested, 0.052% active;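 active means inhibition of at least 50% with at least 30 cells and total cytoplasm GFP at most 10,000,000; inconclusive means under 30 cells or total GFP of 10,000,000 plus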
# NS5 inhibitors = flavivirus cap methylation enzyme inhibition – biochemical, confirmation dose response, primary screen (AID 588689); Dengue-2 NS5 methyltransferase capping enzyme assay, biochemical; higher % means a stronger effect; inhibition, % at 25 µM, or IC50 in µM where a hit was titrated; 340,000 tested, 0.3% active; in the data active means a potency from the dose series; inconclusive means inhibition above about 29% without an active follow-up result
# NS5 inhibitors pilot replicate = recorded beside NS5 inhibitors, whose call it bears; inhibition, %; measured here: pilot screen replicate inhibition
# * = called active by the depositor; ? = inconclusive; · = no result given. Outcome played no part in choosing rows (roughly 1.5% active in at least one column).
SMILES,RSV antiviral HEp-2,LYP phosphatase,CSM14.1 death rescue,MgcRacGAP inhibition,SV40 large T antigen,PhoP inhibition,West Nile antiviral,GPR35 arrestin U2OS,NS5 inhibitors,others
CCOc1ccc(NC(=O)CN2CCN(CC(=O)Nc3ccc4c(c3)OCO4)CC2)cc1,0.0%,3%,-3.4%,0%,0%,2%,-0.2%,8%,-3%,
C=CCn1cccc(C(=O)Nc2cc(OC)ccc2OC)c1=O,-1.7%,1%,-1.6%,11%,5%,8%,-0.3%,-2%,-1%,
CCN(CC)CCNCC(O)(c1ccc(Cl)cc1)c1ccc(Cl)cc1,-3.1%,1%,-0.4%,8%,5%,5%,-0.5%,14%,·,
CCN(CCCNC(=O)CN1C(=O)COc2ccccc21)c1ccccc1,1.4%,-3%,1.3%,9%,8%,-8%,-0.6%,2%,-2%,
COc1ccc(OC)c(C2N(c3cc(C)on3)C(=O)C3CCCN32)c1 (stereo not drawn),1.8%,-5%,1.6%,6%,4%,-3%,0.4%,5%,-6%,
CCCOc1ccc(/C=C/C(=O)Nc2ccc([N+](=O)[O-])cc2C)cc1OC,0.8%,-10%,1.1%,2%,3%,-9%,0.0%,-14%,-4%,NS5 inhibitors pilot replicate=2.0
COc1cccc(CN2CCN(Cc3ccc(OC)c(OC)c3)CC2CCO)c1 (stereo not drawn),0.0%,-1%,-0.3%,6%,9%,4%,-1.3%,-6%,-2%,
COc1cccc(C(=O)OCC(=O)Nc2cc(C)c(C)cc2[N+](=O)[O-])c1,1.2%,-2%,-1.7%,0%,-13%,17%,-0.2%,2%,2%,
CC(C)C(C)(C#N)NC(=O)CSc1nc(C2CCCCC2)n(-c2ccccc2)n1 (stereo not drawn),1.8%,-1%,-3.2%,-1%,10%,-2%,-1.6%,1%,2%,
CC(C)(C)c1cc[n+](/C(C(=S)Nc2ccccc2F)=C(/[O-])c2ccc3c(c2)OCCO3)cc1,0.5%,0%,-1.8%,12%,19%,-1%,-0.2%,6%,-5%,
COc1ccc(OC)c(NC(=O)C2CCC(CNc3c(N4CCOCC4)c(=O)c3=O)CC2)c1 (stereo not drawn),1.3%,-7%,·,-9%,13%,-3%,0.1%,-10%,-1%,
S=C(Nc1ccccc1)Nc1nccs1,-0.7%,1%,·,9%,6%,0%,-0.7%,11%,1%,
COC(=O)C1=C(N)Oc2cc(C)n(Cc3cccnc3)c(=O)c2C1c1ccc(OC)c(OC)c1 (stereo not drawn),0.2%,-8%,-1.5%,7%,-7%,0%,·,0%,-5%,
Cc1cc(NC(=O)Cn2cnc3c(cnn3C(C)(C)C)c2=O)no1,0.6%,-2%,-2.8%,8%,0%,-4%,-0.4%,0%,-1%,
CCOC(=O)CNc1c(-c2ccc(Cl)cc2)nc2cnccn12,1.4%,-3%,-2.4%,-7%,14%,-9%,·,-9%,3%,
CSc1ccccc1NC(=O)CN1CCN(Cc2ccccc2)CC1,-1.9%,-7%,-0.7%,2%,8%,6%,-0.6%,9%,0%,
Cc1cccc(NC(=O)CSc2ncnc3nc[nH]c23)c1,0.2%,-6%,-1.5%,4%,4%,-9%,0.0%,-2%,-2%,
COc1ccc(C)cc1NC(=O)C(=O)NNC(=O)COc1ccc(Cl)cc1,-0.5%,-7%,-0.8%,11%,7%,0%,0.2%,-2%,-1%,
CSc1ccc(S(=O)(=O)NCC(=O)OCC(=O)N(Cc2ccccc2)C(C)C)cc1[N+](=O)[O-],-0.4%,·,·,4%,6%,-1%,·,·,-2%,
O=C1CN(C(=O)N[C@@H](Cc2ccccc2)C(=O)N[C@@H](Cc2ccccc2)C(=O)O)c2ccccc2N1,-0.3%,-2%,·,-1%,2%,4%,0.5%,6%,-4%,
COc1ccc(/C=C2\SC(N3CCCCC3)=NC2=O)cc1,0.6%,-6%,·,8%,4%,5%,-0.3%,-5%,1%,
CC12CCC(C(=O)NC3CCCCC3)([C@H](Br)C1=O)C2(C)C (stereo partly drawn),0.2%,-10%,·,-6%,8%,-14%,0.1%,4%,-5%,
CCCN=C(C)C1=C(O)c2ccccc2C1=O,1.0%,4%,-1.3%,5%,9%,5%,-0.5%,3%,-12%,
Cc1cccc(N2C(=O)CC(NNc3nc4ccccc4s3)C2=O)c1 (stereo not drawn),1.7%,2%,-1.8%,2%,17%,-12%,-0.5%,-4%,-11%,
CC(C)C1C(c2ccccc2)NC(c2ccccc2)CC1(O)c1ccc(F)cc1 (stereo not drawn),8.1%,-5%,·,8%,9%,0%,-0.6%,5%,-5%,

# No new results follow: 8 of the compounds above.
SMILES,RSV antiviral HEp-2,LYP phosphatase,CSM14.1 death rescue,MgcRacGAP inhibition,SV40 large T antigen,PhoP inhibition,West Nile antiviral,GPR35 arrestin U2OS,NS5 inhibitors,others
COC(=O)C1=C(N)Oc2cc(C)n(Cc3cccnc3)c(=O)c2C1c1ccc(OC)c(OC)c1 (stereo not drawn),0.2%,-8%,-1.5%,7%,-7%,0%,·,0%,-5%,
Cc1cc(NC(=O)Cn2cnc3c(cnn3C(C)(C)C)c2=O)no1,0.6%,-2%,-2.8%,8%,0%,-4%,-0.4%,0%,-1%,
CCOC(=O)CNc1c(-c2ccc(Cl)cc2)nc2cnccn12,1.4%,-3%,-2.4%,-7%,14%,-9%,·,-9%,3%,
CSc1ccccc1NC(=O)CN1CCN(Cc2ccccc2)CC1,-1.9%,-7%,-0.7%,2%,8%,6%,-0.6%,9%,0%,
Cc1cccc(NC(=O)CSc2ncnc3nc[nH]c23)c1,0.2%,-6%,-1.5%,4%,4%,-9%,0.0%,-2%,-2%,
COc1ccc(C)cc1NC(=O)C(=O)NNC(=O)COc1ccc(Cl)cc1,-0.5%,-7%,-0.8%,11%,7%,0%,0.2%,-2%,-1%,
CSc1ccc(S(=O)(=O)NCC(=O)OCC(=O)N(Cc2ccccc2)C(C)C)cc1[N+](=O)[O-],-0.4%,·,·,4%,6%,-1%,·,·,-2%,
O=C1CN(C(=O)N[C@@H](Cc2ccccc2)C(=O)N[C@@H](Cc2ccccc2)C(=O)O)c2ccccc2N1,-0.3%,-2%,·,-1%,2%,4%,0.5%,6%,-4%,

# Following part.
SMILES,RSV antiviral HEp-2,LYP phosphatase,CSM14.1 death rescue,MgcRacGAP inhibition,SV40 large T antigen,PhoP inhibition,West Nile antiviral,GPR35 arrestin U2OS,NS5 inhibitors,others
O=C(CN1C(=O)CCSc2ccc(S(=O)(=O)N3CCCC3)cc21)Nc1ccccc1Cl,0.0%,-8%,·,11%,14%,2%,1.6%,6%,3%,
Cc1ccccc1CC(=O)N1CCN(C(=O)c2ccco2)CC1,6.5%,-12%,·,8%,6%,-7%,0.0%,-5%,0%,
CCOc1ccc(-n2nnnc2SCC(=O)Nc2cccc(O)c2)cc1,1.1%,-2%,·,10%,4%,6%,-0.9%,8%,-3%,
COc1ccc2cc(C(=O)N3CCN(C)CC3)[nH]c2c1,0.3%,-3%,·,3%,2%,5%,0.1%,-6%,-11%,
O=C1c2sc3nc4c(c(=O)n3c2C(=O)N1c1ccccc1)CCC4,2.0%,3%,-1.6%,7%,16%,-2%,0.1%,16%,7%,
CCN1CCN(C(=O)CCN2C(=O)c3ccccc3C2=O)CC1,-1.1%,-12%,-2.3%,10%,3%,7%,0.4%,-4%,5%,
CC(C)C(OC(=O)c1ccco1)C(=O)NCc1ccccc1 (stereo not drawn),1.3%,-9%,-2.7%,4%,3%,-11%,0.0%,-6%,-5%,
CN1CCN(C(=O)Cn2ncc3c([nH]c4ccccc43)c2=O)CC1,-1.6%,-6%,·,4%,-11%,-3%,0.3%,-9%,-20%,
N#Cc1ccccc1NC(=O)c1ccc(-c2ccccc2Cl)o1,5.2%,10%,-4.5%,15%,1%,3%,-0.7%,-8%,-7%,
O=C(O)c1csc(-c2ccc(Cl)cc2)n1,0.0%,-1%,-0.4%,-5%,9%,-3%,0.4%,-11%,-10%,
O=C(NC1CC(=O)N(c2cccc(F)c2)C1)C(=O)c1c[nH]c2ccccc12 (stereo not drawn),0.5%,·,·,-2%,15%,8%,·,·,2%,
CCOC(=O)c1c(NC(=O)COC)sc2c1CCCC2,2.7%,-6%,-0.2%,8%,4%,9%,-0.5%,-4%,3%,
Cc1ccc(-n2nc(C(=O)N3CCOCC3)cc2-c2ccc(Cl)cc2)cc1,2.4%,1%,0.6%,9%,14%,-2%,-0.2%,-2%,-8%,
Cc1ccc(S(=O)(=O)CCc2nnc(N)s2)cc1,2.1%,-6%,1.5%,2%,-7%,5%,1.5%,-4%,-4%,
C/C(=N\NC(=O)C(O)c1ccccc1)c1cccnc1 (stereo not drawn),-0.4%,-7%,·,2%,-6%,3%,-0.2%,-7%,-4%,
O=C(CCc1nnc(CCCc2ccccc2)o1)NCCCC1CCCC1,-0.7%,3%,2.2%,2%,-1%,4%,-1.1%,4%,-1%,
Cc1cc(C)n(-c2ccc(C(=O)Nc3cccnc3)cc2)n1,2.0%,-1%,·,-2%,17%,-6%,0.6%,6%,1%,
COc1cccc2nc3cc(C)c(C)cc3nc12,1.1%,0%,·,13%,27%,-3%,-0.7%,12%,62µM*,
CC(=O)c1c(-c2ccc(Cl)cc2)c2ccccc2[nH]c1=O,0.0%,-6%,1.5%,4%,·,·,-1.0%,-2%,4%,
COC(=O)c1sc(-c2ccc(Cl)cc2)cc1NC(=O)c1ccccc1C(=O)O,11%,0%,·,19%,18%,-9%,1.0%,-9%,16%,
COc1cccc(CNc2ccc([N+](=O)[O-])c(NCC(=O)O)n2)c1,1.1%,-3%,1.4%,6%,7%,-5%,-0.2%,2%,10%,
O=C(Cc1ccc(O)cc1)N/N=C/c1cccs1,0.6%,-8%,·,20%,?,-7%,0.6%,-9%,-5%,
CC(C)CCN(C)C1CCN(C(=O)Nc2c(F)cccc2F)CC1,0.0%,-4%,0.1%,4%,0%,7%,-0.1%,-2%,-5%,
CCCCC(=O)Nc1ccc2c(c1)nc(CCN1CCOCC1)n2C,0.4%,-3%,0.1%,-3%,23%,11%,0.2%,4%,1%,
COC(=O)c1ccc(CN2[C@H](C(=O)OC)C[C@@]3(O)[C@H](O)[C@H](O)[C@H](O)C[C@@H]23)cc1,1.9%,-10%,·,13%,14%,-3%,-0.2%,12%,2%,
CCn1c(C)nc2cc(C(=O)NNC(=O)CCC3CCCC3)ccc21,1.6%,1%,-1.6%,4%,13%,-6%,-0.4%,-9%,-1%,
Cn1ncc(Cl)c1C(=O)Nc1ccc2c(c1)CCC2,38%,-10%,·,13%,5%,-5%,0.3%,8%,-6%,
COc1cccc(CNC(=O)c2cccs2)c1,0.7%,-15%,·,4%,6%,2%,0.5%,1%,6%,
